Pyk2 oligo antag – Pyk2 (human) oligomerization antagonism. Q293 cells, Pyk2 FERM NanoBiT luminescence; stronger effect = lower value. z-score (the deposit names both 25 µM and 10 µM). Q14289. AID 1347419. actives 0.83% (n = 99,000);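 active means Z-score of -3 or lower, scaled per plate to the spread of control and sample wells; inactive means z-score above -3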;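 further: negative z-score means lost luminescence so less FERM oligomerization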
Mac1 fbg enh – enhancers of human CD11b/CD18 binding to fibrinogen | P05107+P11215 | activation, % at 10 µM | AID 1499 | actives 0.07% (n = 93,000) | K562 CD11b/CD18 adhesion to fibrinogen, ATPlite luminescence;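 active means 10 µM primary screen giving 50% or more activity, confirmed by 40% or more on retest at that dose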; further: strong numbers were not always called active; reference of the scale not given here
MT1-MMP txn act – activates MT1-MMP transcription. HT1080 MT1-MMP promoter luciferase reporter, luminescence, overnight; stronger effect = higher value. activation factor at 10 µM. actives 0.16% (n = 86,000);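 active means activation factor of at least 2 for MT1-MMP transcription at 10 µM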
CYP2C19 activ – cytochrome P450 2C19 (human) activation; recombinant CYP2C19, luciferin-H EGE luminescence; stronger effect = higher value; 0 = fully inhibited enzyme, 1 = untreated enzyme; P33261; AID 1025; activation factor at 5 µM; 96,000 tested, under 10 active;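 active means activation factor of at least 2 at 5 µM in the primary screen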;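 further: 0 = wells with 2.5 mM tranylcypromine and 1 = vehicle-only wells; values of inactives mirror those of a sister screen read the other way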
Target sequence (P33261 whole entry, looked up): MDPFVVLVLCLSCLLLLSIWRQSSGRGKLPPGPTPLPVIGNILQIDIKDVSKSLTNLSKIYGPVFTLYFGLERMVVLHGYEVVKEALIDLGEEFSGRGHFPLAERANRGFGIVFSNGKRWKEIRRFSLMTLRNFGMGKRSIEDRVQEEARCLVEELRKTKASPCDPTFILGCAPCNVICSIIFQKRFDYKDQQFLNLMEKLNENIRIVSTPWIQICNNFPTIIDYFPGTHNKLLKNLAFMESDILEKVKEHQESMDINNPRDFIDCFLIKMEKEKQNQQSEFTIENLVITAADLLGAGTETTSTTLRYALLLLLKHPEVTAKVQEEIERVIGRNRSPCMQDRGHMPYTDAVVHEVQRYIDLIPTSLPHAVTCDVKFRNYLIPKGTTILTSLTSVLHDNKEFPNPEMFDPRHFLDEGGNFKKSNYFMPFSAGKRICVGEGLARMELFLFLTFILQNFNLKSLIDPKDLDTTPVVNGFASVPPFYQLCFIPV
CYP2C19 inh – human CYP2C19 inhibition; actives 21% (n = 96,000); CYP2C19 Supersomes, luciferin-H EGE luminescence, 30 min; AID 778; inhibition, % at 5 µM; P33261;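 active means CYP2C19 inhibition above a set limit at 5 µM in the primary screen, cut at about 50% in these data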;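 further: plate controls were negative control wells for no effect and 2.5 mM tranylcypromine positive control for full effect; values of inactives mirror those of a sister screen read the other way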
PLAP act – activates human placental alkaline phosphatase | P05187 | purified PLAP enzyme, luminescent substrate read-out; stronger effect = higher value | activation fold at 20 µM | actives 1.2% (n = 96,000); in the data active means activation fold above about 2
CD11b adhes inh – CD11b/CD18-fibrinogen binding inhibition; P05107+P11215; K562 CD11b/CD18 adhesion to fibrinogen, ATPlite luminescence; Mn2+ added to activate the integrin; inhibition, % at 10 µM; actives 0.54% (n = 93,000); AID 1497;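 active means primary inhibition of 50% or more at 10 µM, then 40% or more on retest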; further: some results filed as inactive read as strong as hits
CYP2C9 activ – activators of human CYP2C9 | P11712 | recombinant CYP2C9, luciferin-H conversion, luminescence; stronger effect = higher value; factor 1 = untreated enzyme, 0 = blocked | activation factor at 5 µM | actives 1.4% (n = 96,000) | AID 1024;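 active means activation factor of 2 or more for CYP2C9 at a 5 µM dose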;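 further: 0 = sulfaphenazole-blocked wells and 1 = vehicle-only wells; values of inactives mirror those of a sister screen read the other way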
CYP2C9 inh – inhibitors of human CYP2C9; P11712; CYP2C9 Supersomes, luciferin-H conversion, luminescence; inhibition, % at 5 µM; actives 20% (n = 96,000);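 active means blocking of liver enzyme CYP2C9 beyond about 50% at 5 µM, limit read from the data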; further: values of inactives mirror those of a sister screen read the other way
Starred values were filed as active, the others as inactive; . = no result given.

SMILES	Pyk2 oligo antag	Mac1 fbg enh	MT1-MMP txn act	CYP2C19 activ	CYP2C19 inh	PLAP act	CD11b adhes inh	CYP2C9 activ	CYP2C9 inh
Cn1cnnc1SCC(=O)Nc1ccc2nc(SCc3ccccc3F)sc2c1	-1.4	-1	1.8	0.5	47	2*	18	0.4	60*
Cc1ccc(NC(=S)NCc2ccccn2)cc1	-0.18	.	.	0.7	32	0.9	.	0.3	69*
O=C(CN1CCOCC1)Nc1nc2ccc(Br)cc2s1	1	2	1.5	0.8	15	1.9	-10	0.3	65*
Cc1ccn(S(=O)(=O)c2ccc(C(C)(C)C)cc2)n1	0.27	9	1.1	0.8	22	0.9	-1	1.2	-20
CN(Cc1ccccc1)C(=O)C1CCN(Cc2ccc(F)cc2)CC1	-0.27	0	1.1	0.9	7	1.7	-12	1.1	-7
CSCc1cc(N2CCOCC2)nc(SCc2ccc(Cl)cc2Cl)n1	1.4	4	.	0.5	51*	1.1	16	0.4	58*
CCOc1cc(C(=O)NC)cc(OCC)c1OCC	0.47	-4	1.2	0.9	13	1	-23	0.9	5
COc1ccc(C(=O)Nc2cccc(C)c2)cc1	-0.54	-2	0.7	0.3	71*	0.9	14	0.9	9
CCOC(=O)N1CCN(C(=O)CSc2nc3c(cnn3-c3ccccc3)c(=O)[nH]2)CC1	.	-3	1	0.8	22	1.6	8	0.3	67*
CC(=O)N1CCc2cc(S(=O)(=O)N3CCOCC3)ccc21	0.93	-5	.	1	-1	0.9	-4	1	-1
Cc1cc(C)nc(N2CCC(C(=O)NC3CCCc4ccccc43)CC2)n1 (centres undefined)	0.23	1	1.1	1	-1	0.9	-1	1.8	-76
Cc1nc2cc(CO)ccc2n1C	0.55	0	.	1	4	0.9	-27	1.1	-6
CCC(C)NCC(=O)Nc1sc2c(c1C(N)=O)CCC2 (centres undefined)	1.4	-3	.	1	-2	0.9	2	1	1
CCn1c(CCNC(=O)c2ccccc2Cl)n[nH]c1=S	-0.19	2	.	1	2	0.9	-18	0.9	8
O=C(CSC1=NCCS1)Nc1ccc(S(=O)(=O)N2CCCCCC2)cc1	0.75	-3	1.1	0.6	39	1.2	12	0.4	62*
CN(C)C(=O)c1cc([N+](=O)[O-])cc([N+](=O)[O-])c1N(C)C	0.98	.	.	1.1	-7	0.9	.	1	0
COc1ccc(N(C)S(=O)(=O)c2c(C)[nH]c(=O)[nH]c2=O)c(OC)c1	1.4	4	1.2	1	4	1.1	-8	0.7	32
Cc1c(C)c2ccc(OCc3ccc(C(=O)O)o3)c(C)c2oc1=O	1.6	2	0.7	1	1	1.1	17	0.8	21
O=C(c1ccc(F)cc1)C(CCCCCC(CN1CCOCC1)C(=O)c1ccc(F)cc1)CN1CCOCC1 (centres undefined)	.	2	0.9	0.5	49	1.5	7	0.7	35
O=C1/C(=C/c2ccc([N+](=O)[O-])cc2)C=C(c2ccccc2)N1c1ccc(O)cc1	-1.2	20	1.1	1	4	1.2	15	1	-4

Some of these compounds in order of their number in Pyk2 oligo antag, lowest first:
SMILES	Pyk2 oligo antag	Mac1 fbg enh	MT1-MMP txn act	CYP2C19 activ	CYP2C19 inh	PLAP act	CD11b adhes inh	CYP2C9 activ	CYP2C9 inh
O=C(CSC1=NCCS1)Nc1ccc(S(=O)(=O)N2CCCCCC2)cc1	0.75	-3	1.1	0.6	39	1.2	12	0.4	62*
CC(=O)N1CCc2cc(S(=O)(=O)N3CCOCC3)ccc21	0.93	-5	.	1	-1	0.9	-4	1	-1
CN(C)C(=O)c1cc([N+](=O)[O-])cc([N+](=O)[O-])c1N(C)C	0.98	.	.	1.1	-7	0.9	.	1	0
CSCc1cc(N2CCOCC2)nc(SCc2ccc(Cl)cc2Cl)n1	1.4	4	.	0.5	51*	1.1	16	0.4	58*

Returning to the listing, repeating the 2 entries before the break.
SMILES	Pyk2 oligo antag	Mac1 fbg enh	MT1-MMP txn act	CYP2C19 activ	CYP2C19 inh	PLAP act	CD11b adhes inh	CYP2C9 activ	CYP2C9 inh
O=C(c1ccc(F)cc1)C(CCCCCC(CN1CCOCC1)C(=O)c1ccc(F)cc1)CN1CCOCC1 (centres undefined)	.	2	0.9	0.5	49	1.5	7	0.7	35
O=C1/C(=C/c2ccc([N+](=O)[O-])cc2)C=C(c2ccccc2)N1c1ccc(O)cc1	-1.2	20	1.1	1	4	1.2	15	1	-4
CCOC(=O)c1sc2nc(CC(=O)OC)nc(NCC(=O)OC)c2c1C	-1.9	1	1	1	-2	1	6	1	-4
C=CCn1sc(N)c(C(=O)OCC)c1=S	-1.2	-3	1	0.9	14	1	11	0.7	35
Cc1cc(-c2ccc(Cl)s2)n[nH]1	0.03	0	1.4	0.7	27	0.9	-4	0.8	21
CCN1c2ccccc2-c2nc3ccccc3n2C1c1cccnc1 (centres undefined)	-1.2	2	1.3	0.8	15	0.9	7	0.3	71*
CCn1c(C(c2ccccc2)c2ccccc2)n[nH]c1=S	0.24	-4	1.1	0.6	41	1.9	2	0.2	82*
O=C1c2ccccc2C(=O)N1CCCc1nc2ccccc2c(=O)n1-c1cccnc1	.	-4	1.3	0.5	48	1.4	-4	0.4	63*
CCOC(=O)N1CCC(NC(=O)Cc2cn(C)c3ccccc23)CC1	1.1	0	.	1.1	-9	1.2	-9	1.4	-42
COc1ccccc1CNC(=O)C1CCN(S(=O)(=O)N2CC(C)CC(C)C2)CC1 (centres undefined)	-0.27	-1	.	0.9	10	1.2	-5	1.7	-70

Fetched by compound from above:
SMILES	Pyk2 oligo antag	Mac1 fbg enh	MT1-MMP txn act	CYP2C19 activ	CYP2C19 inh	PLAP act	CD11b adhes inh	CYP2C9 activ	CYP2C9 inh
CCOC(=O)c1sc2nc(CC(=O)OC)nc(NCC(=O)OC)c2c1C	-1.9	1	1	1	-2	1	6	1	-4
CCOC(=O)N1CCC(NC(=O)Cc2cn(C)c3ccccc23)CC1	1.1	0	.	1.1	-9	1.2	-9	1.4	-42
CCN1c2ccccc2-c2nc3ccccc3n2C1c1cccnc1 (centres undefined)	-1.2	2	1.3	0.8	15	0.9	7	0.3	71*
C=CCn1sc(N)c(C(=O)OCC)c1=S	-1.2	-3	1	0.9	14	1	11	0.7	35
COc1ccccc1CNC(=O)C1CCN(S(=O)(=O)N2CC(C)CC(C)C2)CC1 (centres undefined)	-0.27	-1	.	0.9	10	1.2	-5	1.7	-70

Assay outcomes (PubChem)
